12-LOX inh: blocks human arachidonate 12S-lipoxygenase; AID 1671190; 1.1% of 580,000 active; purified 12hLO, xylenol orange hydroperoxide absorbance; Potency, µM (series often up to 108 µM), for the others: at the top dose activity change, negative = inhibition, usual class: inhibitors; P18054; note: % is set by controls: 0 for no effect and ±100 for the full control effect
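Purified human 12hLO at 150 nM in 25 mM Hepes, 0.01% Triton X-100, pH 7.0, preincubated 15 min at room temperature with compound. Reaction started with 40 uM arachidonic acid, 30 min at room temperature. Hydroperoxide measured by Fe-xylenol orange, 573/405 nm absorbance ratio.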
Vif-A3F inh: inhibitors of Vif-A3F interaction; 0.2% of 390,000 active; Potency, µM (top dose mostly 46.1 µM), for inactives: at the top dose activity, negative = active; AID 602313; HeLa A3F-eYFP + Vif (tagged APOBEC3F with the HIV-1 protein that degrades it), YFP fluorescence increase; note: % of control where 0% means no effect; nearly all actives have a fitted effect of over 65% in size
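HeLa cells stably expressing A3F-eYFP plus Vif, plated and incubated overnight at 37 deg C, then exposed to compounds overnight at 37 deg C. Blocked degradation read as raised yellow fluorescence (Ex 488/Em 500-530).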
Vif-A3G inh: blocks the Vif interaction with human APOBEC3G | HeLa A3G-eYFP + Vif (tagged APOBEC3G with the HIV-1 protein that degrades it), YFP fluorescence, overnight | Potency, µM (doses to about 46.1 µM), without a hit: top-dose activity, negative = active, most hits filed as inhibitors | 0.076% of 410,000 active;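 note: % is set by controls: 0 for no effect and ±100 for the full control effect; nearly all actives have a fitted effect of over 60% in size; hits raise eYFP signal because A3G escapes Vif-driven loss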
Target sequence (Q9HC16 whole entry, looked up): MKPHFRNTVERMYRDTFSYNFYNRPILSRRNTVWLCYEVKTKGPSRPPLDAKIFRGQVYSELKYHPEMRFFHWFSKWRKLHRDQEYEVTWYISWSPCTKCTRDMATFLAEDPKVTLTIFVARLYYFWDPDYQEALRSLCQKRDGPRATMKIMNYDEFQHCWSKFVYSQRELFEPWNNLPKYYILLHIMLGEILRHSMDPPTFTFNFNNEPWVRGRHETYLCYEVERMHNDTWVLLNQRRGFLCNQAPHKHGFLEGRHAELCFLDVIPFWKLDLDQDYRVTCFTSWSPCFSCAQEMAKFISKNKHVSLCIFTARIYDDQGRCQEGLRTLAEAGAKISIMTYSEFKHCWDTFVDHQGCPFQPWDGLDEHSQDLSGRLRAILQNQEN
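Read-out is eYFP fluorescence (Ex 488/Em 500-530) from Vif-expressing HeLa A3G-eYFP cells; more signal means A3G escaped Vif-mediated degradation. Cells plated overnight, compound pinned in, incubated overnight at 37 deg C.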
RXFP1 ag: agonists of human relaxin receptor RXFP1. Q9HBX9. Potency, µM (doses to about 57.5 µM), for the others: at the highest dose activation, most hits filed as activators. 0.3% of 370,000 active. HEK293T-RXFP1 cAMP TR-FRET, 30 min; response scale: percent of porcine relaxin response, buffer zero; note: % is set by controls: 0 for no effect and ±100 for the full control effect; nearly all actives have a fitted effect of over 60% in size; many of its hits are not listed in these tables
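HEK293 cells stably expressing RXFP1, treated 30 min at 37C with compounds plus PDE4 inhibitor Ro 20174; cAMP measured by HTRF TR-FRET. Normalized to buffer and 29 nM porcine relaxin; EC50 by Hill fit.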
rTrxR1 inhibitor: inhibitors of rat thioredoxin reductase 1; Potency, µM (highest dose often 114 µM), for inactives: top-dose activity change, negative = inhibition, usual class: inhibitors; 1% of 390,000 active; AID 588453; recombinant rTrxR1, NADPH fluorescence consumption, selenite substrate; note: % is set by controls: 0 for no effect and ±100 for the full control effect; nearly all actives have a fitted effect of over 65% in size
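Rat TrxR1 (90 nM in the dispensed reagent) was pre-reduced with 400 uM NADPH for 5 min at room temperature, then incubated with compound for 15 min. After 400 uM selenite was added, NADPH fluorescence (Ex 340/Em 450 nm) was followed for 8 min.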
TrxR1 substrate: is turned over as a substrate by rat TrxR1; purified TrxR1 substrate turnover, NADPH consumption readout; Potency, µM (top dose mostly 114 µM), for the others: top-dose activity change, negative = substrate turnover; 0.01% of 390,000 active; O89049; AID 588456; note: % is set by controls: 0 for no effect and ±100 for the full control effect; nearly all actives have a fitted effect of over 50% in size
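Rat TrxR1, dispensed at 90 nM, was prereduced with 400 uM NADPH (final) for 5 min at ~22 deg C, then incubated with compound 15 min before 400 uM selenite. A first-read NADPH fluorescence drop versus no-compound background flagged substrates.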
USP1-UAF1 inh: blocks the human USP1/UAF1 deubiquitinase complex; O94782; recombinant USP1/UAF1, Ub-Rhodamine cleavage fluorescence; Potency, µM (series often up to 57.1 µM), for the others: top-dose activity change, negative = inhibition, usual class: inhibitors; 0.23% of 390,000 active; AID 743255; note: % is set by controls: 0 for no effect and ±100 for the full control effect; nearly all actives have a fitted effect of over 60% in size; inactives centre near -12
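Step one: compound is pinned into 1nM USP1/UAF1 in HEPES pH 7.8 buffer with TCEP. Step two: 15 min room-temperature incubation. Step three: Ub-Rho (150nM final) starts cleavage, tracked by fluorescence over six one-minute reads.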
RGS4 inh: inhibitors of human regulator of G protein signaling 4; AID 504845; 0.039% of 390,000 active; P49798; Potency, µM (series often up to 114 µM), for inactives: top-dose activity change, negative = inhibition, usual class: inhibitors; Transcreener GDP fluorescence polarization, RGS4-accelerated GTP hydrolysis; note: % is set by controls: 0 for no effect and ±100 for the full control effect; nearly all actives have a fitted effect of over 75% in size; some results filed as inactive show a strong effect at the top dose
Target sequence (P49798 whole entry, looked up): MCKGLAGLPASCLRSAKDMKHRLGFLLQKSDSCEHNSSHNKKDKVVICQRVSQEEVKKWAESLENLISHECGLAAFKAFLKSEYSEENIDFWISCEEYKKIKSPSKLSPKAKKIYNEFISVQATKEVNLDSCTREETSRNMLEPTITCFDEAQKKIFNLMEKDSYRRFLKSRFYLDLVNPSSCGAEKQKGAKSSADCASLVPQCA
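MLSMR compounds (23 nl, pin-transferred) preincubated 10 min at room temperature with a 500nM (2x) first reagent, then RGS4 at 900nM (2x) plus Transcreener GDP mix added; fluorescence polarization (620/688 nm) read before and after 90 min at 30 °C.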
mIDH1 inhibitor: inhibitors of human mutant IDH1 R132H | O75874 | 0.093% of 390,000 active | Potency, µM (highest dose often 76.6 µM), for inactives: top-dose activity change, negative = inhibition, usual class: inhibitors | AID 602179 | IDH1-R132H enzyme, NADPH consumption, diaphorase/resazurin fluorescence; note: % is set by controls: 0 for no effect and ±100 for the full control effect; nearly all actives have a fitted effect of over 65% in size
Target sequence (O75874 whole entry R132H, stated change not applied): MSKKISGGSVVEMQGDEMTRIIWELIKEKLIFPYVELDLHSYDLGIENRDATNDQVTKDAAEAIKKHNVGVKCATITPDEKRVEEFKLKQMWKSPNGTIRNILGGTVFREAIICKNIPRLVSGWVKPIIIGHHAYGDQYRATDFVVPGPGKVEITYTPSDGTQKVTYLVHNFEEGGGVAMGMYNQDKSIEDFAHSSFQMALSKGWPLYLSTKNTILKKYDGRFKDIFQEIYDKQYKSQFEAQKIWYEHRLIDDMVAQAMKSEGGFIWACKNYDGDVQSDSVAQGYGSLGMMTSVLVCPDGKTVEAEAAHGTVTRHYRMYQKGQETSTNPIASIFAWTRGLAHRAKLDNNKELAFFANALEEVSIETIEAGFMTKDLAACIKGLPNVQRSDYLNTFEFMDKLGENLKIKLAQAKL
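IDH1-R132H (0.5 ug/mL dispensed) in pH 7.5 Tris buffer was preincubated 30 min with compound, then given a substrate mix of 0.016 mM NADPH and 2 mM alpha-KG for 80 min at room temperature; remaining NADPH was read by diaphorase/resazurin fluorescence.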
Starred values were filed as active, the others as inactive; ? = inconclusive; · = not tested or not shown; & = joins results of further samples; [ ] = remark or other dose. Calls come from the whole dose curve; as a rule, active = well fitted curve in the direction sought with a large enough effect; inconclusive = small, poorly fitted or top-dose-only effect, or another doubt; inactive = no such curve, though single readings can be large; an effect the other way counts as inactive or inconclusive. Potency is the fitted concentration of half-maximal effect. This is a subset (hit frequency here may not be typical).

Fields: 12-LOX inh, Vif-A3F inh, Vif-A3G inh, RXFP1 ag, rTrxR1 inhibitor, TrxR1 substrate, USP1-UAF1 inh, RGS4 inh, mIDH1 inhibitor
> S=C(NCc1ccccc1)NCc1ccc(CNC(=S)NCc2ccccc2)cc1
  25µM*, -7%, 0%, 0.6%, -23%, -11%, -12%, -22%, -1%
> N#Cc1c(N)n(C2CCCCC2)c2nc3ccccc3nc12
  ?, -10%, -15%, -0.4%, 45%[activator][57.1 µM], 49%[activator][57.1 µM], -3%, 18%, -3%
> NS(=O)(=O)c1ccc(CCNC(=O)CNCCc2ccccc2)cc1
  0.63µM*, -5%, -8%, 0.0%, -15%, 2%, -9%, -2%[56.9 µM], -4%
> Cc1noc(-c2ccc(-c3noc(-c4ccccc4)n3)cc2)n1
  -15%, 1%, 1%, -0.8%, 20%[57.1 µM], -3%[57.1 µM], -11%, -3%, -9%
> CN(Cc1ccon1)Cc1cn[nH]c1-c1ccc(-c2ccccc2)cc1
  8%, 9%, -2%, 1.0%, 21%, 1%, -17%, -3%, 10%
> CN(C)S(=O)(=O)c1ccc(C(=O)Nc2nnc(SCc3cccc(F)c3)s2)cc1
  17%, -11%, 2%, 3.9%, -14%, 24%, 1%, 35%, 3%
> Cc1c(C(=O)NCc2ccccc2CN2CCCC2)oc2ccc(F)cc12
  251%[activator], -8%, 0%, -0.9%, 22%, 5%, -21%, 1%, 1%
> Cc1ccc(S(=O)(=O)Cn2nnnc2C(CC(C)C)N2CCN(C)CC2)cc1 (stereo not given)
  -24%, -18%, -1%, -0.3%, 8%, 4%, -12%, 13%, -3%
> COc1ccc(/C(O)=C2/C(=O)C(=O)N(Cc3cccnc3)C2c2ccncc2)cc1F (stereo not given)
  ?, 1%, 1%, 6.3%, -5%[57.1 µM], -1%, -9%, -37%, -5%
> O=C1N[C@@H](Cc2cnc[nH]2)C(=O)N2CCC[C@@H]12
  4%, 5%, -3%, 2.4%, 14%, -1%, -12%, -2%, -4%
> O=C1CSc2ccc(S(=O)(=O)CCC(=O)NC3CCCCC3)cc2N1
  1%, -10%, 0%, -2.8%, 14µM*, 3%, -19%, -26%, -8%
> Cc1c(C)c(C)c(C(=O)c2ccc(NC(=O)c3ccccc3C(=O)O)cc2)c(C)c1C
  0%, 12%, 1%, 4.3%, 1%[57.1 µM], 8%[57.1 µM], -20%, 18%, -7%
> Cc1ccc(NC(=O)c2cccc(C(=O)Nc3ccc(C)c(C)c3)n2)cc1C
  -2%, 3%, 2%, -3.9%, 6%, -4%, -4%, 0%, -6%
> CCCC(=O)N1CC2(C)CN(C(=O)CCC)CC(CCC)(C1)C2=O
  229%&9%[activator], -5%, -1%, 2.4%, 2%, -1%, -22%, 9%, -2%
> CN(C)C=NC(=O)c1cc(C(=O)c2ccc(Cl)cc2Cl)c[nH]1
  -25%, -10%, 0%, 1.8%, -5%[57.1 µM], -7%[57.1 µM], -24%, 4%, -10%
> Clc1ccc(-c2csc(N3CCCCCC3)n2)cc1
  0%, -5%, 0%, -2.5%, 17%, 3%, -15%, -15%, -2%
> O=C1CSC(=Nc2ccc(Cl)cc2)N1
  10%, -2%, -14%, 2.0%, 4%, 1%, -17%, -4%, 5%
> CCC(=O)N1CCc2cc(CNC(=O)c3ccc(C#N)cc3)ccc21
  -26%, 7%, -4%, 4.2%, 8%[57.1 µM], -7%[57.1 µM], -12%, 2%, 2%
> COc1ccc2nc(SC(C)C(=O)NC3(C#N)CCCCC3)[nH]c2c1 (stereo not given)
  -5%, -2%, 0%, 0.1%, 2%, -2%, -24%, 6%, -4%
> Cc1cc(=O)oc2cc(OCC(=O)Nc3ccccc3C(N)=O)c(Cl)cc12
  16%, 1%, 0%, 11%, 56%[activator], 105%[activator], -17%, -17%, 13%
> COc1ccc(CCNc2c([N+](=O)[O-])ncn2C)cc1OC
  33%[activator], -16%, 0%, 6.1%, 20%, -7%, -18%, 15%, 18%
> CCOC(=O)c1ccccc1NC(=O)COC
  30%[activator], -6%, -8%, 3.3%, 51%[activator][57.1 µM], 8%[57.1 µM], -15%, -6%, 13%
> CCOC(=O)CNC(=O)c1ccc(-c2nn(C)c(=O)c3ccccc23)cc1
  -39%, -5%, -2%, ?, 13%, 0%, -32%, -10%, -8%
> Cc1cccc(C)c1NC(=O)CSCc1cnn(-c2ccccc2)c1-n1cccc1
  ?, 4%, 1%, -0.3%, 15%, 5%, -7%, -4%, -6%
> C=CCn1c(SCC(=O)Nc2ccc(Br)cc2)nc(O)c(CC)c1=O
  -30%, 1%, -10%, -0.7%, 34%, 2%, -10%, -1%, -1%
> O=C(CN1C(=O)NC(Cc2ccccc2)(Cc2ccccc2)C1=O)NCC1CCCCC1
  -16%, 3%, -6%, 3.0%, 0%, -4%, -4%, -3%, -1%
> Cc1cccc(NC(=O)c2c(C)nn(-c3ccccc3)c2Cl)c1
  -5%, 6%, 0%, 2.6%, 31%[activator][57.1 µM], 1%[57.1 µM], -17%, -35%, 8%
> COc1ccc(CCNC(=O)C(C)n2nc(C)c3c(C)n(-c4ccc(C)cc4)nc3c2=O)c(OC)c1 (stereo not given)
  -3%&4%, 2%, 3%, 0.5%, 18%, 4%, -19%, 12%, 1%
> CCOC(=O)NN1C(=O)c2ccccc2NC1c1cccc(O)c1 (stereo not given)
  3%, -1%, -8%, 0.4%, -11%, 118%[activator], -11%, -15%, 3%
> Cn1c(=O)c(=O)n(C)c2cc(C(=O)NCc3ccccc3Cl)ccc21
  2%, ·, ·, 6.5%, 8%, 5%, -14%, -3%, ·
> CC(=O)c1c(C)[nH]c(C(=O)N2CCN(C(=O)c3ccco3)CC2)c1C
  -10%, -13%, 1%, -0.8%, 14%, 13%, -6%, 9%, 6%
> COC(=O)c1ccccc1NC(=O)c1cccc(NC(=O)CSCc2ccccc2)c1C
  -25%, -2%, -5%, 6.0%, -1%, 8%, 4%, 16%, 5%
> CCOc1cc(NC(=S)NCCOC)c(OCC)cc1NC(=O)c1ccco1
  ?, -8%, 0%, 0.6%, -23%, -11%, -14%, -15%, -10%
> Cc1ccc(CCNC(=O)CN(c2ccc(C)cc2)S(=O)(=O)c2c(C)noc2C)cc1
  30%&-5%, -2%&-6%, 0%&2%, -0.6%&-1.0%, 10%&19%, -3%&2%, -10%&-13%, -12%&14%, -3%&-18%
> CCOc1ccc(OCC(=O)OCC(=O)N(CC(C)C)c2c(N)n(Cc3ccccc3)c(=O)[nH]c2=O)cc1
  -18%, 6%, 1%, 1.2%, 7%, -4%, -9%, -6%, 0%
> CCN1C(=O)N/C(=C/c2ccc(C)o2)C1=O
  -11%, 0%, -7%, 0.6%, ?, -7%, -20%, ?, 5%
> Clc1ccc(Sc2cnc3ccccc3n2)cc1
  -2%, ·, 1%, 16%, 17%, -1%, -18%, 26%, 7%
> CSCc1cc(N(C)C)nc(SCc2ccc(Cl)cc2Cl)n1
  -33%, 0%, 1%, 2.2%, 15%, 11%, ?, -5%, -6%
> O=[N+]([O-])c1ccc(-c2csc(N3CCCCCC3)n2)cc1
  154%[activator], -18%, -4%, 2.5%, -6%[57.1 µM], -2%[57.1 µM], -23%, 11%, 5%
> O=C(COc1ccc(/C=N/NC(=O)CSCc2ccc([N+](=O)[O-])cc2)cc1)NCc1ccco1
  9%, 3%, 0%, -0.8%, -7%, -13%, -5%, 15%, 9%
> NC(=O)C1CCN(Cc2nc(-c3ccccc3)no2)CC1
  -27%, 4%, -3%, 0.6%, 15%[57.1 µM], 7%, -14%, -10%, 0%
> O=C(O)c1ccccc1CSc1ccccn1
  0%, 1%, 2%, 0.5%, 12%[57.1 µM], 7%[57.1 µM], -10%, -18%, 5%
> COc1sc(SC)cc1/C=N/NC(=O)c1ccncc1
  -6%, -14%, 0%, 0.7%, 19%, 0%, -13%, 26%, 12%

Pulled one by one from the list above:
Fields: 12-LOX inh, Vif-A3F inh, Vif-A3G inh, RXFP1 ag, rTrxR1 inhibitor, TrxR1 substrate, USP1-UAF1 inh, RGS4 inh, mIDH1 inhibitor
> Clc1ccc(Sc2cnc3ccccc3n2)cc1
  -2%, ·, 1%, 16%, 17%, -1%, -18%, 26%, 7%
> C=CCn1c(SCC(=O)Nc2ccc(Br)cc2)nc(O)c(CC)c1=O
  -30%, 1%, -10%, -0.7%, 34%, 2%, -10%, -1%, -1%
> COc1ccc(CCNC(=O)C(C)n2nc(C)c3c(C)n(-c4ccc(C)cc4)nc3c2=O)c(OC)c1 (stereo not given)
  -3%&4%, 2%, 3%, 0.5%, 18%, 4%, -19%, 12%, 1%
> Cc1ccc(CCNC(=O)CN(c2ccc(C)cc2)S(=O)(=O)c2c(C)noc2C)cc1
  30%&-5%, -2%&-6%, 0%&2%, -0.6%&-1.0%, 10%&19%, -3%&2%, -10%&-13%, -12%&14%, -3%&-18%
> CCOc1cc(NC(=S)NCCOC)c(OCC)cc1NC(=O)c1ccco1
  ?, -8%, 0%, 0.6%, -23%, -11%, -14%, -15%, -10%

Screening results from PubChem.
